GDH-TPI inh: inhibits GDH-TPI coupling enzymes, artifact for Mtb FBA screen; AID 588335; GDH-TPI coupled enzyme counterscreen, NADH absorbance; inhibition, % at 4.8 µM; actives 1.2% (n = 360,000); in the data active = inhibition above about 30%;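 also: 0% = DMSO wells and 100% = wells lacking the enzyme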
UGM FP inh: Mtb UDP-galactopyranose mutase inhibition | P9WIQ1 | purified UGM, fluorescence polarization probe displacement | inhibition, % at 10 µM | actives 0.06% (n = 320,000); in the data active = inhibition above about 10%, passing the limit was not always enough; inconclusive = no clear call, values can overlap the other calls
Target sequence (P9WIQ1 whole entry, looked up): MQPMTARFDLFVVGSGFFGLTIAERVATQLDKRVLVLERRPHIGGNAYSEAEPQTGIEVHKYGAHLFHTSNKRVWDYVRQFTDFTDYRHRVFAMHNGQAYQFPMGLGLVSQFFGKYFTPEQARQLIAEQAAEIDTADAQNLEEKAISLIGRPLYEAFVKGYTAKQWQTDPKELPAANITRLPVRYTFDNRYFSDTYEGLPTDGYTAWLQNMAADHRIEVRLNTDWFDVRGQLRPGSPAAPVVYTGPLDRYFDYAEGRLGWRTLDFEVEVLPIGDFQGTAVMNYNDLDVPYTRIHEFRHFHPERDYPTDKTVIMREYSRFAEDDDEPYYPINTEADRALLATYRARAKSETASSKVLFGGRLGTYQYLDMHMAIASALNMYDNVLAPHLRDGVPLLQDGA
FadD28 binding: M. tuberculosis FadD28 bisubstrate binding inhibition. actives 0.22% (n = 360,000). inhibition, % at 12.5 µM. AID 588549. FadD28 bisubstrate probe binding, fluorescence polarization; in the data active = inhibition above about 8.5%, passing the limit was not always enough; inconclusive = no clear call, values can overlap the other calls
BoNT-A LC inh2: BoNT A light chain protease inhibition. multiplex microsphere protease substrate cleavage, flow cytometry. inhibition, % at 10 µM. actives 0.17% (n = 360,000). AID 588499; also: plate controls were buffer without enzyme for full effect and enzyme alone for no effect
BioA inh: inhibitors of Mycobacterium tuberculosis BioA enzyme | actives 0.096% (n = 360,000) | AID 602481 | inhibition, % at 9.99 µM | purified M. tuberculosis BioA enzyme, plate reader; in the data active = inhibition above about 40%; inconclusive = no clear call, values can overlap the other calls
Anthrax LF prot: inhibitors of Bacillus anthracis lethal factor protease; P15917; multiplex microsphere protease cleavage assay, LF; inhibition, % at 10 µM; actives 0.12% (n = 360,000); AID 588501; also: plate controls were buffer without enzyme for full effect and enzyme alone for no effect
BoNT-F LC inh: blocks Botulinum neurotoxin F light chain protease; Multiplex microsphere protease cleavage assay, flow cytometry; inhibition, % at 10 µM; actives 0.22% (n = 360,000); AID 588497; in the data active = inhibition above about 35%, passing the limit was not always enough; inconclusive = no clear call, values can overlap the other calls; also: plate controls were buffer without enzyme for full effect and enzyme alone for no effect
FBA Mtb inh: Mtb fructose-bisphosphate aldolase inhibition; P9WQA3; purified M. tuberculosis FBA, fluorescence read-out; inhibition, % at 1 µM; actives 2.3% (n = 360,000); in the data active = inhibition above about 27%;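 also: 0% = vehicle and 100% = reference inhibitor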
Target sequence (P9WQA3 whole entry, looked up): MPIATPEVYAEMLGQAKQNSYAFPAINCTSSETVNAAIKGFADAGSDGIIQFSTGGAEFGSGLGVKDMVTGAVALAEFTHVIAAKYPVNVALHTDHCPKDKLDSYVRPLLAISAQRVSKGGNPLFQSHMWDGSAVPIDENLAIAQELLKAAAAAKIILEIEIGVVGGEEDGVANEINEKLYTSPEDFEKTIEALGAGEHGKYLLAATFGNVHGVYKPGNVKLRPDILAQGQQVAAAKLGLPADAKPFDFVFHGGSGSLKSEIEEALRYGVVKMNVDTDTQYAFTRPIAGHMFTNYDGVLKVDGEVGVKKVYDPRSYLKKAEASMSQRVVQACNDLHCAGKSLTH
PfHsp40 rescue: rescue of PfHsp40-mediated yeast toxicity; S. cerevisiae expressing PfHsp40, growth rescue, ATP luminescence; growth rescue, % at 12.5 µM; actives 0.68% (n = 340,000); AID 504582; in the data active = growth rescue above about 28%, passing the limit was not always enough; inconclusive = no clear call, values can overlap the other calls;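 also: yeast W303a lacking pdr1 and pdr3 grown in galactose medium; growth measured after three days at 30 °C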
The depositor's hits bear a star; u = inconclusive; x = not tested or not shown; & = joins results of further samples. Rule as the data show it, unless noted: active = inhibition above about 30%; inconclusive = no clear call, values can overlap the other calls; inactive = below that.

SMILES	GDH-TPI inh	UGM FP inh	FadD28 binding	BoNT-A LC inh2	BioA inh	Anthrax LF prot	BoNT-F LC inh	FBA Mtb inh	PfHsp40 rescue
Cc1cc(C)n(CC(=O)N2c3ccccc3Sc3ccccc32)n1	-0.9	2.6	-2.2	1.6	2.3	-1.5	-10.7	-2.5	0.1
O=S(=O)(Nc1ccccc1N1CCOCC1)c1ccc(F)c(Cl)c1	4.2	3.6	-3.3	2.2	0.3	4.8	3.3	-0.3	1.2
O=C(CC(=O)c1ccccc1)Nc1cccc([N+](=O)[O-])c1	4.4	x	-0.7	0.2	0.4	-3.2	2.2	-0.5	x
CCc1ccccc1NC(=O)C1CCCC1	-2.1	-1.3	-3.4	1.3	-0.9	-3.3	u	-1.7	x
C=CCN1CC(c2nc3ccccc3n2CCOc2ccccc2)CC1=O (configuration not stated)	13.3	0.3	-0.5	-1.8	6.9	0.1	-3.5	-0.2	1.8
CCCCN=C1SC(C(=O)Nc2sc3c(c2C(=O)OC)CCC3)C(N)=C1C(=O)N1CCOCC1 (configuration not stated)	0.5	3.3	-0.6	-0.2	-0.9	-7.8	-2.9	0.7	4.6
Cc1cc(NC(=O)c2ccccc2)ncc1NC(=O)c1cccs1	-13.2	3.3	-3.4	-0.6	0.7	1.3	-3.8	-3.5	-0.8
O=C(NC(=S)Nc1ccccc1Br)C1CC1	10.8	-0.4	-2.3	-1.4	1.1	-2.6	7.3	8.2	0.2
Cc1noc(C)c1S(=O)(=O)N1CCCC(C(=O)Nc2cccnc2)C1 (configuration not stated)	13.8	-0.2	-1.0	0.0	-0.9	-0.2	2.0	0.3	1.0
CCOC(=O)C1=C(COC(=O)c2ncc(Cl)c(Cl)c2Cl)NC(=O)NC1C (configuration not stated)	2.1	0.2	-3.2	0.7	0.0	-0.5	11.9	-3.1	-1.0
CCCC(=O)N(CCN1CCOCC1)c1nc2c(F)cc(F)cc2s1	-8.7	-4.9	-2.5	x	0.1	x	x	5.2	-1.5
COC(=O)CN1C(=O)S/C(=C/c2cc(C)n(C)c2C)C1=O	21.9	-0.4	1.3	1.6	-1.6	-2.4	-1.4	-4.8	-1.0
CN(C)S(=O)(=O)c1cccc(-c2nnc(SCc3ccc4c(c3)OCCO4)o2)c1	6.4	1.6	-1.5	-0.5	1.3	0.1	-10.9	6.2	-0.4
CCOC(=O)C1=C(CC)Nc2ccccc2N=C1NC(=O)c1cc(S(=O)(=O)N2CCOCC2)ccc1C	9.5	1.3	-2.3	x	0.6	x	x	1.4	0.6
COc1ccc(NC(=O)c2ccc(-c3ccccc3Cl)o2)cc1	16.6	3.1	-0.6	0.0	-1.0	-2.7	-0.5	0.0	3.7
CC(CN1CCCCC1)OC(=O)c1ccccc1F (configuration not stated)	13.0	-0.8	-0.1	-0.4	-0.5	-6.8	5.6	17.2	-1.6
CCCCCn1c(CN2CCCCC2C)nc2c1c(=O)n(C)c(=O)n2C (configuration not stated)	-2.2	1.4	-3.6	0.9	-1.0	-4.1	-9.4	1.7	-0.3
CCN(CC)c1ccc(C2C(C(C)=O)C(=O)CC(C)(O)C2C(C)=O)cc1 (configuration not stated)	9.1	-0.1	-2.0	0.1	1.6	1.2	-4.6	2.3	1.2
COc1cc(CNCc2ccccn2)ccc1OCc1cccc(Cl)c1	9.3	-1.0	-7.6	-3.2	4.1	-6.7	-15.7	-1.9	-0.8
CC(C)CN(c1ccccc1)S(=O)(=O)c1nnc(NC(=O)C(C)C)s1	10.5	-1.5	1.1	2.2	-1.4	8.3	4.9	1.7	x
N#CC1=C(SCC(=O)c2cc3ccccc3oc2=O)NC(=O)C(C#N)C12CCCC2 (configuration not stated)	10.8	-4.3	1.0	-1.0	-3.3	0.6	-8.8	8.2	-1.2
CC(=O)c1ccc(S(=O)(=O)N2CCN(C)CC2)cc1	1.9	2.3	-0.2	-0.8	-0.1	2.9	-3.4	1.4	0.7
COc1ccccc1NC(=O)Nc1ccnn1Cc1cccs1	7.1	-0.7	-0.8	1.2	0.6	-3.6	-8.7	4.2	1.8
Cc1ccc(C)c(-n2nnnc2SCC(=O)Nc2c(C)n(C)n(-c3ccccc3)c2=O)c1	1.0	1.1	-0.8	1.6	0.9	5.6	5.5	-0.1	3.2
CCOC(=O)c1cnn(-c2cc(C(C)(C)C)nc3c(-c4ccccc4)c(C)nn23)c1N	7.0	-3.9	1.5	u	-0.4	-4.1	-10.8	-2.4	1.5
CCOC(=O)C(Cc1ccccc1)NC(=O)CNC(C)=O (configuration not stated)	-2.4	0.8	-1.1	-0.2	3.6	2.6	-2.8	5.3	-0.8
Cc1c(NC(=O)c2ccc(S(=O)(=O)N3CCOCC3)cc2)c(=O)n(-c2ccccc2)n1C	10.3	2.4	-1.9	-0.7	x	-4.0	-3.8	1.1	-0.7
CCOc1cc(/C=N/NC(=O)c2cccc(S(=O)(=O)N3CCCC3)c2)ccc1OCC(=O)N(C)C	28.1	-1.9	-2.7	0.5	-1.0	-1.3	-0.2	-4.0	-0.2
COc1cncc(-c2cnc3sc(NCCc4ccccn4)nn23)c1	-1.3	x	-3.3	0.4	-1.9	-4.2	-4.1	0.0	x
C[C@H](CO)N1C[C@H](C)[C@H](CN(C)Cc2ccncc2)Oc2ccc(NC(=O)Nc3ccc(C(F)(F)F)cc3)cc2CC1=O	-4.4	0.0	0.6	0.0	0.8	-7.2	-5.5	1.1	-1.2
O=S1(=O)[C@H]2C[C@@H]3C=C[C@]2(CN1Cc1ccc(C(F)(F)F)cc1)O3	-5.2	0.6	-4.2	0.2	-0.4	-1.4	-3.3	-4.1	-0.4
O=C(CCCN1C(=O)c2ccccc2C1=O)NCCN1C(=O)S/C(=C\c2cccs2)C1=O	7.9	1.0	-1.0	1.0	x	-1.1	1.0	1.8	0.0
O=C(Nc1ccccc1Cl)c1cc(S(=O)(=O)N2CCCC(C(=O)O)C2)ccc1F (configuration not stated)	6.5	0.0	-1.0	-0.3	-5.7	-0.6	-3.7	5.5	0.2
Cc1ccc(S(=O)(=O)Nc2ccccc2C(=O)N2CCCCC2)cc1	-1.3	-2.6	-1.5	1.8	2.0	-2.7	2.7	-2.2	9.7
O=C(CN(C(=O)CCC(=O)Nc1nccs1)c1cccc(F)c1)NCc1ccc(F)cc1	-6.0	-3.6	-3.7	1.2	-1.1	-4.4	-7.8	1.2	-0.1
CCCNC(=O)Cn1nc(C(F)(F)F)c2c1CCCC2	-0.9	0.5	-4.6	0.2	0.5	-2.8	-3.5	0.2	-0.8
CN(C)CCNC(=O)c1c(NC(=O)c2ccccc2)sc2c1CCCC2	22.1	0.8	-5.0	-0.9	0.7	3.0	u	40.4*	-0.5
CC(=O)N1N=C(c2cccc(Cl)c2)OC1c1cccc([N+](=O)[O-])c1 (configuration not stated)	-2.6	-0.8	-3.1	-1.4	x	-1.2	-19.0	1.6	1.8
CC(=O)NC(Cc1cc(C)ccc1C)C(=O)N1CCN(C(=O)c2ccccc2Br)CC1 (configuration not stated)	1.0	1.7	-1.3	-1.1	x	-0.6	-6.0	-0.9	-1.2
CCc1ccc(-c2n[nH]nc2C2=CC(=O)C[C@H](c3ccc(F)cc3)C2)cc1	18.6	x	-1.0	-0.2	22.3	-4.6	-5.8	-1.4	x
CC12CCC3c4cc(CN5CCOCC5)c(O)cc4CCC3C1CCC2=O (configuration not stated)	7.9	x	0.6	-0.7	-0.6	-5.6	-1.2	0.4	-1.4
Cc1ccc(S(=O)(=O)NNC(=O)c2cnn(-c3ccccc3)c2-n2cccc2)cc1	-1.8	-1.1	0.0	0.0	x	-12.0	2.5	0.2	-0.1
Nc1nc(SCc2cccc(Br)c2)n[nH]1	3.0	0.7	-0.4	-0.1	-3.9	-3.6	34.4	4.8	-0.5
COc1ccc(NS(=O)(=O)c2cccc(C(=O)NCCCN3CCOCC3)c2)cc1	-1.0	-2.8	0.5	-1.2	-0.9	-5.3	u	-0.2	0.2
CC(=O)N(O)CCCCCNC(=O)CCC(=O)N(O)CCCCCNC(=O)CCC(=O)N(O)CCCCCN	4.9&-9.2	-2.3	-0.9&1.1	-1.1&0.0	-1.8&-0.3	-0.3&-1.6	-3.9&-4.9	1.2&4.5	0.1&0.9
CC(C)(C)n1[nH]c2c3c(ccc2c1=O)C(=O)c1ccccc1C3=O	8.5	2.1	0.3	-0.8	x	0.7	-1.6	-2.5	-2.0
CC1C/C(=C/c2cccs2)C(=O)/C(=C/c2cccs2)C1 (configuration not stated)	4.4	x	-3.9	7.3	x	1.9	-7.9	-3.8	-0.7
Cc1ccc(OCC(=O)OCCN2C(=O)c3ccccc3C2=O)cc1C	8.1	-2.7	-0.9	1.8	x	-3.5	13.0	1.7	-0.3
COc1ccccc1N1CCN(C(=O)c2nn(C)c3c2CS(=O)(=O)c2ccccc2-3)CC1	5.1	2.3	-0.2	-0.8	-1.0	-1.5	-4.4	-2.5	1.1
Cc1ccc(NC(=O)c2cccc(F)c2)cc1S(=O)(=O)N1CCCCCC1	1.9	-0.2	-3.3	-0.7	x	1.7	0.7	-3.3	2.0

Four entries already listed, arranged by SMILES length, largest number first.
SMILES	GDH-TPI inh	UGM FP inh	FadD28 binding	BoNT-A LC inh2	BioA inh	Anthrax LF prot	BoNT-F LC inh	FBA Mtb inh	PfHsp40 rescue
COc1ccccc1N1CCN(C(=O)c2nn(C)c3c2CS(=O)(=O)c2ccccc2-3)CC1	5.1	2.3	-0.2	-0.8	-1.0	-1.5	-4.4	-2.5	1.1
CC(C)CN(c1ccccc1)S(=O)(=O)c1nnc(NC(=O)C(C)C)s1	10.5	-1.5	1.1	2.2	-1.4	8.3	4.9	1.7	x
C=CCN1CC(c2nc3ccccc3n2CCOc2ccccc2)CC1=O (configuration not stated)	13.3	0.3	-0.5	-1.8	6.9	0.1	-3.5	-0.2	1.8
CC(=O)c1ccc(S(=O)(=O)N2CCN(C)CC2)cc1	1.9	2.3	-0.2	-0.8	-0.1	2.9	-3.4	1.4	0.7

(listing goes on)
SMILES	GDH-TPI inh	UGM FP inh	FadD28 binding	BoNT-A LC inh2	BioA inh	Anthrax LF prot	BoNT-F LC inh	FBA Mtb inh	PfHsp40 rescue
O=C(C[C@H]1C(=O)N(c2ccccc2)C[C@@H]1Cc1ccccc1)Nc1ccccc1	9.9	x	-1.8	0.3	0.5	-7.3	-0.1	-2.6	x
O=C(CC1C(=O)NCCN1Cc1cccc(F)c1)NCCCN1CCCC1=O (configuration not stated)	6.5	0.2	-4.2	0.9	-1.1	-2.1	-4.2	0.0	-0.5
CCn1c(SCC(=O)N(C)c2c(N)n(Cc3ccccc3)c(=O)[nH]c2=O)nc2ccccc21	-15.0	-2.4	-3.6	-0.1	0.6	-6.6	2.4	-1.4	-0.3
O=C(COC(=O)c1ccc(Cl)nc1)Nc1ccccc1OC(F)F	-5.5	1.1	-2.0	-0.9	x	4.6	-3.1	0.6	-1.1
COc1ccc(-c2cc(C(=O)Nc3cnn(Cc4ccccc4C)c3)no2)cc1OC	22.6	4.6	-0.4	1.8	x	3.2	-7.9	2.2	-0.5
O=C(NCc1ccncc1)C(=O)N/N=C/c1ccccn1	-12.3	1.2	-4.6	-0.3	x	0.1	-4.7	-1.9	-1.3
Cn1c2ccccc2c2cc(/C=N/NC(=O)c3cc(O)ccc3O)ccc21	14.8	3.1	0.7	-2.3	1.0	-2.2	-4.4	5.1	4.4
CCC(=O)N1CCc2cc(S(=O)(=O)NCCC(=O)Nc3ccc(OC)cc3)ccc21	-3.5	1.0	-4.1	-0.7	-1.5	-0.1	-1.2	-1.8	-0.2
Cc1ccc(N=CC2=C(O)CC(c3ccccc3Cl)CC2=O)cc1 (configuration not stated)	8.4	1.2	-0.1	x	-1.2	x	x	2.0	x
CCCCOC(=O)c1ccc(NC(=O)Nc2ccc(OC)c(OC)c2)cc1	8.2	-0.7	-0.1	-0.2	0.6	-7.4	3.8	-1.3	2.7
O=C(NCc1ccco1)C1CC(c2ccc(Cl)c(Cl)c2)=NO1 (configuration not stated)	-9.6	1.3	-3.2	-0.5	x	-1.6	-5.1	-0.8	0.7
CC(c1n[nH]c(=S)n1-c1ccc(Cl)cc1)N(C)C (configuration not stated)	-6.2	0.2	-1.6	0.6	-0.4	1.5	-1.3	-0.6	-0.6
